mec2-1 – NCI yeast anticancer drug screen, S. cerevisiae mec2-1 strain; growth inhibition, % at 50 µM; 79,000 compounds, 9% hits;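 also: 0% = growth of vehicle-only cultures of the same strain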
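Growth inhibition is read against vehicle-treated controls after compound exposure of the mec2-1 yeast strain, which is defective in DNA damage repair or cell cycle control.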
yeast cln2 rad14 – NCI yeast anticancer drug screen, S. cerevisiae cln2 rad14 strain; 78,000 compounds, 8.3% hits; growth inhibition, % at 50 µM;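 also: 0% = growth of vehicle-only cultures of the same strain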
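Yeast carrying cln2 and rad14 alterations (cell cycle control and DNA damage repair) were exposed to compounds. Growth inhibition was measured against vehicle-treated controls.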
sgs1 mgt1 – NCI yeast anticancer drug screen, S. cerevisiae sgs1 mgt1 strain; % growth inhibition at 50 µM; 78,000 compounds, 10% hits;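 also: 0% = growth of vehicle-only cultures of the same strain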
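Inhibition of yeast growth, normalised to vehicle-treated controls, is reported for a strain bearing genetic alterations in DNA damage repair.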
rad50 – NCI yeast anticancer drug screen, S. cerevisiae rad50 strain | AID 155 | 79,000 compounds, 10% hits | % growth inhibition at 50 µM;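 also: 0% = growth of vehicle-only cultures of the same strain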
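Yeast carrying a defined DNA repair defect were exposed to test compounds, and growth was compared with vehicle-treated controls to give percent inhibition.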
yeast mlh1 rad18 – NCI yeast anticancer drug screen, S. cerevisiae mlh1 rad18 strain; % growth inhibition at 50 µM; 79,000 compounds, 11% hits;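 also: 0% = growth of vehicle-only cultures of the same strain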
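Vehicle-treated cultures served as the reference for growth inhibition in a yeast strain carrying DNA damage repair alterations exposed to each compound.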
yeast bub3 – NCI yeast anticancer drug screen, S. cerevisiae bub3 mutant strain | 78,000 compounds, 9.9% hits | AID 167 | growth inhibition, % at 50 µM;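 also: 0% = growth of vehicle-only cultures of the same strain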
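Yeast carrying a defined mutation is treated with each compound, and growth is compared with that of vehicle-exposed cells to give inhibition.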
The depositor's hits bear a star; & = joins results of further samples. Rule as the data show it: active = growth inhibition above about 70%; inactive = the rest.

Screening CCCCCC[C@@H](O)[C@@H]1C2=C(C[C@H]([C@H](O)[C@@H]3CC=CC(=O)O3)CC3=C(C(=O)OC3=O)[C@@H]1O)C(=O)OC2=O returned mec2-1 3, yeast cln2 rad14 10, sgs1 mgt1 27, rad50 21, yeast mlh1 rad18 20 and yeast bub3 17.
For COC1C(OC(=O)/C=C/C=C/C=C/C=C/C(=O)O)CCC2(CO2)C1C1(C)OC1CC=C(C)C (stereo unspecified) the results were mec2-1 -15, yeast cln2 rad14 15, sgs1 mgt1 21, rad50 21, yeast mlh1 rad18 18 and yeast bub3 27.
Screening CC12OCCN1CC(COc1ccccc1)O2 (stereo unspecified) returned mec2-1 -3, yeast cln2 rad14 -7, sgs1 mgt1 4, rad50 9, yeast mlh1 rad18 2 and yeast bub3 1.
COc1cc(C[C@@H](C)N)cc(OC)c1 was read as mec2-1 -13, yeast cln2 rad14 6, sgs1 mgt1 -2, rad50 18, yeast mlh1 rad18 -3 and yeast bub3 -13.
For COc1ccc(CCNC2CC3CCC2(C)C3(C)C)cc1OC (stereo unspecified) the results were mec2-1 13, yeast cln2 rad14 -22, sgs1 mgt1 12, rad50 16, yeast mlh1 rad18 25 and yeast bub3 9.
Screening CC(C)CCOC(=O)C(Cl)(Cl)Cl returned mec2-1 1, yeast cln2 rad14 -6, sgs1 mgt1 -8, rad50 -8, yeast mlh1 rad18 5 and yeast bub3 6.
Screening CCOC(C[Se]CC(OCC)OCC)OCC returned mec2-1 0, yeast cln2 rad14 1, sgs1 mgt1 -4, rad50 -7, yeast mlh1 rad18 -13 and yeast bub3 3.
O=C(Cc1cccc([N+](=O)[O-])c1)Nc1cccc(S(=O)(=O)F)c1 was read as mec2-1 -20, yeast cln2 rad14 -3, sgs1 mgt1 -20, rad50 6, yeast mlh1 rad18 24 and yeast bub3 17.
`CN(C)CCN1C(=O)CN=C(c2ccccc2Cl)c2cc(Cl)ccc21` gave mec2-1 12, yeast cln2 rad14 3, sgs1 mgt1 27, rad50 16, yeast mlh1 rad18 28 and yeast bub3 0.
COc1ccccc1NC1=NCC(C)S1 (stereo unspecified) was read as mec2-1 -15, yeast cln2 rad14 24, sgs1 mgt1 -52, rad50 -10, yeast mlh1 rad18 -2 and yeast bub3 -14.
Screening NC(CCC(=O)Nc1ccc(N(CCCl)CCCl)cc1)C(=O)O (stereo unspecified) returned mec2-1 19&24, yeast cln2 rad14 7&9, sgs1 mgt1 26&16, rad50 22&11, yeast mlh1 rad18 27&26 and yeast bub3 31&22.
For c1ccc(Nc2ccc(Nc3ccccc3)cc2)cc1 the results were mec2-1 -8, yeast cln2 rad14 -23, sgs1 mgt1 -7, rad50 -5, yeast mlh1 rad18 29 and yeast bub3 19.

By substructure: those above containing sulfur
O=C(Cc1cccc([N+](=O)[O-])c1)Nc1cccc(S(=O)(=O)F)c1 was read as mec2-1 -20, yeast cln2 rad14 -3, sgs1 mgt1 -20, rad50 6, yeast mlh1 rad18 24 and yeast bub3 17.
COc1ccccc1NC1=NCC(C)S1 (stereo unspecified) was read as mec2-1 -15, yeast cln2 rad14 24, sgs1 mgt1 -52, rad50 -10, yeast mlh1 rad18 -2 and yeast bub3 -14.

Grouped by structure: those above containing an aryl methoxy group
COc1cc(C[C@@H](C)N)cc(OC)c1 was read as mec2-1 -13, yeast cln2 rad14 6, sgs1 mgt1 -2, rad50 18, yeast mlh1 rad18 -3 and yeast bub3 -13.
For COc1ccc(CCNC2CC3CCC2(C)C3(C)C)cc1OC (stereo unspecified) the results were mec2-1 13, yeast cln2 rad14 -22, sgs1 mgt1 12, rad50 16, yeast mlh1 rad18 25 and yeast bub3 9.
COc1ccccc1NC1=NCC(C)S1 (stereo unspecified) was read as mec2-1 -15, yeast cln2 rad14 24, sgs1 mgt1 -52, rad50 -10, yeast mlh1 rad18 -2 and yeast bub3 -14.

New compounds follow:
Screening Nc1nc(N)c(N=Nc2ccc([As](=O)(O)O)cc2)c(=O)[nH]1 returned mec2-1 -19, yeast cln2 rad14 9, sgs1 mgt1 -57, rad50 -13, yeast mlh1 rad18 -26 and yeast bub3 -34.
Screening CN(C)CCNC(=O)c1cccc(COC(=O)N(CCCl)CCCl)c1[N+](=O)[O-] returned mec2-1 -2, yeast cln2 rad14 10, sgs1 mgt1 16, rad50 10, yeast mlh1 rad18 10 and yeast bub3 -9.
Screening CC(O)CN(CCN(CC(C)O)CC(C)O)CC(C)O (stereo unspecified) returned mec2-1 6, yeast cln2 rad14 7, sgs1 mgt1 30, rad50 7, yeast mlh1 rad18 16 and yeast bub3 20.
O=[N+]([O-])c1ccc2c(c1)[O][Sn]([I])([I])[O]2 was read as mec2-1 -4, yeast cln2 rad14 7, sgs1 mgt1 9, rad50 -6, yeast mlh1 rad18 -4 and yeast bub3 2.
For CCCCS.[Hg] the results were mec2-1 99*, yeast cln2 rad14 99*, sgs1 mgt1 99*, rad50 99*, yeast mlh1 rad18 99* and yeast bub3 99*.
C/C=C(/C)C(=O)O[C@H]1CCN2CC=C(COC(=O)[C@@](O)([C@H](C)OC)C(C)(C)O)[C@H]12 was read as mec2-1 -16, yeast cln2 rad14 12, sgs1 mgt1 4, rad50 -17, yeast mlh1 rad18 -44 and yeast bub3 8.
`O=P(O)(Nc1ccccc1)Nc1ccccc1` gave mec2-1 33, yeast cln2 rad14 -15, sgs1 mgt1 21, rad50 22, yeast mlh1 rad18 15 and yeast bub3 25.
`CCCCCCCCCCCCN1CC1` gave mec2-1 68, yeast cln2 rad14 60, sgs1 mgt1 59, rad50 91*, yeast mlh1 rad18 67 and yeast bub3 82*.
CC1(OO)CCC2CC1C2(C)C (stereo unspecified) was read as mec2-1 100*, yeast cln2 rad14 83*, sgs1 mgt1 99*, rad50 90*, yeast mlh1 rad18 98* and yeast bub3 100*.
For CC1(C)CC(OP(=[Se])(c2ccccc2)c2ccccc2)CC(C)(C)N1O the results were mec2-1 -5, yeast cln2 rad14 10, sgs1 mgt1 -9, rad50 20, yeast mlh1 rad18 -7 and yeast bub3 -1.
CC(C)C1(Cc2ccccc2)C(=O)NC(=S)NC1=O was read as mec2-1 -1, yeast cln2 rad14 -3, sgs1 mgt1 9, rad50 -2, yeast mlh1 rad18 -3 and yeast bub3 -14.
`NC1=NCC(c2ccc(Cl)cc2)O1` (stereo unspecified) gave mec2-1 13, yeast cln2 rad14 31, sgs1 mgt1 50, rad50 58, yeast mlh1 rad18 50 and yeast bub3 39.

Continued, overlapping the part above by 2 compounds.
CC(C)C1(Cc2ccccc2)C(=O)NC(=S)NC1=O was read as mec2-1 -1, yeast cln2 rad14 -3, sgs1 mgt1 9, rad50 -2, yeast mlh1 rad18 -3 and yeast bub3 -14.
`NC1=NCC(c2ccc(Cl)cc2)O1` (stereo unspecified) gave mec2-1 13, yeast cln2 rad14 31, sgs1 mgt1 50, rad50 58, yeast mlh1 rad18 50 and yeast bub3 39.
Screening CN(N=O)C(=O)NCCCl returned mec2-1 -4, yeast cln2 rad14 -23, sgs1 mgt1 -24, rad50 -12, yeast mlh1 rad18 -19 and yeast bub3 -20.
Screening COc1ccc2c(c1)[C@@H](NC(C)=O)CCc1cc(OC)c(OC)c(OC)c1-2 returned mec2-1 -26, yeast cln2 rad14 4, sgs1 mgt1 3, rad50 -10, yeast mlh1 rad18 -5 and yeast bub3 -16.
COC1OC(CO)C(O)C(O)[CH]1[Hg][Cl] (stereo unspecified) was read as mec2-1 99*, yeast cln2 rad14 99*, sgs1 mgt1 99*, rad50 99*, yeast mlh1 rad18 99* and yeast bub3 99*.
`N#CC(c1ccccc1)N1CCCN(C(C#N)c2ccccc2)C1c1ccc(N(CCCl)CCCl)cc1` (stereo unspecified) gave mec2-1 -2, yeast cln2 rad14 -17, sgs1 mgt1 2, rad50 11, yeast mlh1 rad18 10 and yeast bub3 -1.
CSCCC([NH-])C(=O)O.CSCCC([NH-])C(=O)O.[Cu+2] (stereo unspecified) was read as mec2-1 8, yeast cln2 rad14 -33, sgs1 mgt1 -9, rad50 -18, yeast mlh1 rad18 -2 and yeast bub3 -13.
C=C1C(C)C2C(Cc3ccccc3)NC(=O)C23C(OC(C)=O)C=CC(C)(O)C(=O)C(C)C/C=C/C3C1O (stereo unspecified) was read as mec2-1 90*, yeast cln2 rad14 85*, sgs1 mgt1 89*, rad50 89*, yeast mlh1 rad18 84* and yeast bub3 84*.
`CNCC(=O)c1ccc(O)c(O)c1` gave mec2-1 -10, yeast cln2 rad14 -9, sgs1 mgt1 -31, rad50 2, yeast mlh1 rad18 -7 and yeast bub3 -39.
Screening CCC(C)(C)O returned mec2-1 -24, yeast cln2 rad14 3, sgs1 mgt1 -24, rad50 -44, yeast mlh1 rad18 -29 and yeast bub3 -22.
Screening CC(NC1=NCCO1)c1ccccc1Cl (stereo unspecified) returned mec2-1 -29, yeast cln2 rad14 -28, sgs1 mgt1 5, rad50 -9, yeast mlh1 rad18 -48 and yeast bub3 -13.
Screening NC(=O)c1cn(C2OC(CO)C(O)C2O)c2ncnc(N)c12 (stereo unspecified) returned mec2-1 0&20, yeast cln2 rad14 39&51, sgs1 mgt1 2&11, rad50 -3&12, yeast mlh1 rad18 10&29 and yeast bub3 0&13.
Screening CC(C)=CC1C(C(=O)OCc2ccc(Cl)c(Cl)c2)C1(C)C (stereo unspecified) returned mec2-1 -2, yeast cln2 rad14 17, sgs1 mgt1 9, rad50 4, yeast mlh1 rad18 5 and yeast bub3 9.
`O=C1NC(=O)C(C(=O)C(=O)Nc2ccc(Cl)cc2Cl)C(=O)N1` gave mec2-1 -17, yeast cln2 rad14 15, sgs1 mgt1 -5, rad50 -8, yeast mlh1 rad18 10 and yeast bub3 -15.
Screening O=C(CCl)Nc1ccccc1 returned mec2-1 13, yeast cln2 rad14 13, sgs1 mgt1 26, rad50 20, yeast mlh1 rad18 63 and yeast bub3 12.
For CC(=O)Nc1cc([As](=O)(O)O)ccc1O the results were mec2-1 14, yeast cln2 rad14 -28, sgs1 mgt1 32, rad50 32, yeast mlh1 rad18 34 and yeast bub3 10.
CCC(=O)OC1(c2ccccc2)CCN(C)CC1c1ccccc1 (stereo unspecified) was read as mec2-1 -9, yeast cln2 rad14 2, sgs1 mgt1 4, rad50 2, yeast mlh1 rad18 12 and yeast bub3 0.
CCCCCCCC[N+]12CN3CN(CN(C3)C1)C2 was read as mec2-1 4, yeast cln2 rad14 30, sgs1 mgt1 8, rad50 2, yeast mlh1 rad18 17 and yeast bub3 32.
Cc1ccccc1OP(=O)(Oc1ccccc1C)N1CCOCC1 was read as mec2-1 5, yeast cln2 rad14 -18, sgs1 mgt1 8, rad50 16, yeast mlh1 rad18 -5 and yeast bub3 -2.
Screening Cc1cccc(C)c1NC(=O)/C(CC(=O)CC(c1ccccc1)c1c(O)c2ccccc2oc1=O)=N/O (stereo unspecified) returned mec2-1 -6, yeast cln2 rad14 -10, sgs1 mgt1 -2, rad50 1, yeast mlh1 rad18 2 and yeast bub3 5.
Cc1ccc(OC(=O)N(C)C)c(C)c1 was read as mec2-1 -1, yeast cln2 rad14 5, sgs1 mgt1 -3, rad50 4, yeast mlh1 rad18 -2 and yeast bub3 -1.
`COc1cc(C(N)Cc2ccccc2)ccc1O` (stereo unspecified) gave mec2-1 1, yeast cln2 rad14 -33, sgs1 mgt1 -1, rad50 -10, yeast mlh1 rad18 5 and yeast bub3 27.
For Nc1ccccc1C(=O)CCC1C(=O)NC(=S)NC1=O the results were mec2-1 -13, yeast cln2 rad14 -14, sgs1 mgt1 -34, rad50 -3, yeast mlh1 rad18 -22 and yeast bub3 -39.
`CC1CCCN(CC#CCN2CCCC(C)C2)C1` (stereo unspecified) gave mec2-1 16, yeast cln2 rad14 8, sgs1 mgt1 18, rad50 18, yeast mlh1 rad18 1 and yeast bub3 11.
[Fe+5].[O-][Cl+3]([O-])([O-])O.[O-]c1ccccc1C=NCCN1CC1.[O-]c1ccccc1C=NCCN1CC1 was read as mec2-1 16, yeast cln2 rad14 0, sgs1 mgt1 30, rad50 2, yeast mlh1 rad18 22 and yeast bub3 37.
Screening O=C([CH-]C(=O)c1ccccc1)c1ccccc1.O=C([CH-]C(=O)c1ccccc1)c1ccccc1.[La+3].[OH-].[OH3+] returned mec2-1 93*, sgs1 mgt1 94*, rad50 92*, yeast mlh1 rad18 88* and yeast bub3 91*.
For CC(=O)OC1CCC2(C)C(=CCC3C4C/C(=C\N5CCCC5)C(=O)C4(C)CCC32)C1 (stereo unspecified) the results were mec2-1 99*, yeast cln2 rad14 99*, sgs1 mgt1 47, rad50 51, yeast mlh1 rad18 95* and yeast bub3 97*.
Screening O=C1/C(=C\Oc2ccc(F)cc2)N2CCC1CC2 returned mec2-1 11, yeast cln2 rad14 -5, sgs1 mgt1 17, rad50 20, yeast mlh1 rad18 30 and yeast bub3 4.

Screens (PubChem BioAssay)

Some of the compounds tested; rates above refer to the full screens.
